FBW7 act = activators of human E3 ligase FBW7 | Q969H0 | AlphaScreen FBW7–phospho-cyclin E peptide binding, activator screen | normalized activity (activation), % at 26.1 µM | 650,000 compounds, 0.13% hits | AID 1259310; in the data active means normalized activity above about 1.9%;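 further: purified mutant Fbw7 with reduced substrate affinity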
GPR151 ag = human GPR151 activation; Q8TDV0; PathHunter beta-arrestin GPR151 cells, luminescence; activation, % at 11.2 µM; 650,000 compounds, 1% hits; in the data active means activation above about 4.9%;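 further: 0% = median of compound wells and 100% = cells with positive control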
Target sequence (Q8TDV0 whole entry, looked up): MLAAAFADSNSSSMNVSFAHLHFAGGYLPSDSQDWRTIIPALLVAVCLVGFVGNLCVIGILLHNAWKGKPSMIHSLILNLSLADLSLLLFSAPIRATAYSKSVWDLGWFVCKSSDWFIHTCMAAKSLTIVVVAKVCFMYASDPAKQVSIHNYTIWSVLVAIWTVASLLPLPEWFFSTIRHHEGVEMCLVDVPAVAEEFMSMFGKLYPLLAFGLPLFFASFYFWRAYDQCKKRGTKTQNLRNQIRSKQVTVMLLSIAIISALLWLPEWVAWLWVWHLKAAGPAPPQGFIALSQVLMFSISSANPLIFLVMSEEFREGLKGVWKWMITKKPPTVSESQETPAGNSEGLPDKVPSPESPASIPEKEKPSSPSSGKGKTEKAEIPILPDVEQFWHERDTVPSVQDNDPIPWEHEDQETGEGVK
MITF primary = inhibitors of human MITF | O75030 | AlphaScreen MITF homodimerization, bead proximity signal | inhibition, % at 2.6 µM | 650,000 compounds, 0.91% hits; in the data active means inhibition above about 50%;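 further: 0% = vehicle wells with protein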
Target sequence (O75030 whole entry, looked up): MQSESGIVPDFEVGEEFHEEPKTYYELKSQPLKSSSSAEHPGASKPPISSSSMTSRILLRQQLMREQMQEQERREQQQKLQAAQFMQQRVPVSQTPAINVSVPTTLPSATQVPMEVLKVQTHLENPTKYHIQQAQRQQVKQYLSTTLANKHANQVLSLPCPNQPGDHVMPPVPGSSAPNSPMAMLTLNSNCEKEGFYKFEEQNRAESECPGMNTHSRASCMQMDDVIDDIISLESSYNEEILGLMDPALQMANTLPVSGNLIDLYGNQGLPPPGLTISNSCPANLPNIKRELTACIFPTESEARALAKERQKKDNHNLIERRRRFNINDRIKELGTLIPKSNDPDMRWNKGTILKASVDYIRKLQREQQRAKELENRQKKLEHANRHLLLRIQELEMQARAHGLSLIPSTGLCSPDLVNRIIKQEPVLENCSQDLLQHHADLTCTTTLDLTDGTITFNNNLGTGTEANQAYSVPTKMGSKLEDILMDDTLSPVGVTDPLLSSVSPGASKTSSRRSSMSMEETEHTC
TEAD-YAP block = TEAD-YAP interaction inhibition; HEK-TIYL cells, TEAD-Gal4/YAP UAS-luciferase luminescence; inhibition, % at 9.12 µM; 640,000 compounds, 1.4% hits; AID 1259422; in the data active means inhibition above about 32%;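 further: 0% = median of test compound wells and 100% = reference inhibitor wells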
Starred values were filed as active, the others as inactive.

`CC1Oc2cc(Cl)ccc2N(Cc2ccccc2)C1=O` (centres undefined) gave FBW7 act -0.1, GPR151 ag -0.6, MITF primary 2 and TEAD-YAP block -1.
For N#Cc1ccc(C=Nc2cccc(S(=O)(=O)N3CCCCC3)c2)cc1 the results were FBW7 act 0.0, GPR151 ag 1.3, MITF primary 8 and TEAD-YAP block 10.
Cc1cc(C)n(-c2cc(N3CCN(C(=O)C(C)C)CC3)ccc2[N+](=O)[O-])n1 was read as FBW7 act -0.1, GPR151 ag 0.3, MITF primary -3 and TEAD-YAP block 20.
For COc1ccc(C2Nc3ccccc3C3C=CCC32)cc1[N+](=O)[O-] (centres undefined) the results were FBW7 act 1.0, GPR151 ag 0.3, MITF primary -6 and TEAD-YAP block 15.
Screening COCCn1c(C)cc(/C=N/Nc2cccc([N+](=O)[O-])c2)c1C returned FBW7 act -0.1, GPR151 ag 2.0, MITF primary -1 and TEAD-YAP block -1.
Screening CC1(C#N)Cn2nc([N+](=O)[O-])nc2O1 (centres undefined) returned FBW7 act 0.5, GPR151 ag 0.8, MITF primary 23 and TEAD-YAP block 0.
For COc1ccc(C2CC(=O)C3=C(C2)NC(C)=C(C(=O)OC2CCCC2)C3c2ccccc2F)cc1OC (centres undefined) the results were FBW7 act 0.0, GPR151 ag -0.6, MITF primary -16 and TEAD-YAP block 48*.
For Cc1ccc(NC(=O)c2ccc(F)cc2)c([N+](=O)[O-])c1 the results were FBW7 act -0.3, GPR151 ag 0.4, MITF primary -6 and TEAD-YAP block -67.
For CCCCOc1ccc(C(=O)OCC(=O)NC(N)=O)cc1 the results were FBW7 act 0.2, GPR151 ag -0.1, MITF primary -8 and TEAD-YAP block 7.
O=C(Cn1cccc1)N1CCN(c2cccc(Cl)c2)CC1 was read as FBW7 act -0.3, GPR151 ag -0.4, MITF primary 5 and TEAD-YAP block 5.
For CCOC(=O)c1ccccc1Nc1c(C(=O)OCC)cnc2ccc(OCC)cc12 the results were FBW7 act 0.0, GPR151 ag 0.7, MITF primary -6 and TEAD-YAP block -2.
For CN(C(=O)Cn1ncc2c(=O)oc3ccccc3c21)c1ccccc1 the results were FBW7 act -0.1, GPR151 ag 0.3, MITF primary 1 and TEAD-YAP block -8.
`COc1ccc(OC(=O)c2cc(S(=O)(=O)N3CCCCCC3)ccc2Cl)cc1` gave FBW7 act 0.0, GPR151 ag -0.1, MITF primary 2 and TEAD-YAP block -1.
Screening Nc1nc(-c2csc3ccccc23)nc2c1ncn2C1CCCCC1 returned FBW7 act 0.1, GPR151 ag 1.6, MITF primary 13 and TEAD-YAP block -3.
Cc1cccc(C(=O)N(c2ccc(C)c(C)c2)C2C=CS(=O)(=O)C2)c1 (centres undefined) was read as FBW7 act 0.0, GPR151 ag 0.2, MITF primary -4 and TEAD-YAP block -10.
`O=C(CN1C(=O)CCC1=O)Nc1ccc(I)cc1` gave FBW7 act 0.0, GPR151 ag -0.2, MITF primary -8 and TEAD-YAP block 11.
`COc1ccc(Nc2nc(C(F)(F)F)nc(C)c2C#N)cc1` gave FBW7 act -0.1, GPR151 ag -1.7, MITF primary -6 and TEAD-YAP block -6.
For Cc1cc(OCc2nc(-c3ccncc3)no2)ccc1Br the results were FBW7 act 0.1, GPR151 ag 1.0, MITF primary -14 and TEAD-YAP block -9.
For CS(=O)(=O)N1CCC(C(=O)c2cccc(Cl)c2)CC1 the results were FBW7 act 0.2, GPR151 ag 0.9, MITF primary 6 and TEAD-YAP block 11.
`CC(C)(C)NC(=O)Cn1c(SCC(=O)NC2CC2)nc2ccccc21` gave FBW7 act 0.1, GPR151 ag -0.1, MITF primary -13 and TEAD-YAP block 4.
Screening CC(=O)Nc1nc2ccccc2n1Cc1ccccc1Cl returned FBW7 act -0.2, GPR151 ag 0.7, MITF primary 9 and TEAD-YAP block 33*.
For NC(=O)c1ccc(Nc2cc(-c3cccc(Nc4ccccc4)c3)ccn2)cc1 the results were FBW7 act -0.2, GPR151 ag -0.8, MITF primary -4 and TEAD-YAP block -22.
N#Cc1ccc(NC(=O)COc2ccc(Cl)cc2Br)cc1 was read as FBW7 act 0.1, GPR151 ag -1.4, MITF primary 11 and TEAD-YAP block -11.
Cc1ccc(C2C(C#N)=C(N)N(c3ncn[nH]3)C3=C2C(=O)CCC3)cc1 (centres undefined) was read as FBW7 act 0.0, GPR151 ag 1.6, MITF primary -3 and TEAD-YAP block 6.
CCN1CCN(Cc2c(O)ccc3ccccc23)CC1 was read as FBW7 act 0.0, GPR151 ag 1.8, MITF primary -10 and TEAD-YAP block 4.
Screening CCOc1cc(C2C(C(=O)OC(C)C)=C(C)NC3=C2C(=O)CC(c2cccs2)C3)ccc1O (centres undefined) returned FBW7 act 0.0, GPR151 ag -1.6, MITF primary -11 and TEAD-YAP block 16.
`CC(C)(C)CN1CCNC(=O)C1CC(=O)N(CCO)Cc1ccccc1` (centres undefined) gave FBW7 act 0.4, GPR151 ag -0.3, MITF primary 6 and TEAD-YAP block 7.
`COc1cccc(OCC(O)CN2CCCC2)c1` (centres undefined) gave FBW7 act 0.0, GPR151 ag -0.3, MITF primary -16 and TEAD-YAP block 15.
`O=C(Nc1ccc(N2CCCC2)c(Cl)c1)c1ccc2c(c1)OCCO2` gave FBW7 act -0.1, GPR151 ag 0.2, MITF primary 1 and TEAD-YAP block 31.
Screening CC(=O)NN1C(=O)/C(=C2/Sc3ccccc3N2C)SC1=S returned FBW7 act 0.0, GPR151 ag -0.2, MITF primary -178 and TEAD-YAP block 0.
`O=C(O)c1cccc(-c2ccc(/C=c3/sc4nc(-c5ccccc5)c(-c5ccccc5)n4c3=O)o2)c1` gave FBW7 act -0.2, GPR151 ag -0.1, MITF primary 38 and TEAD-YAP block 9.
O=C1C2C(c3ccccc3C(F)(F)F)OC3(C(=O)c4ccccc4C3=O)C2C(=O)N1c1ccc(Cl)cc1 (centres undefined) was read as FBW7 act 0.0, GPR151 ag 0.6, MITF primary -9 and TEAD-YAP block -3.
Screening O=C(Nc1ccc(Cl)cc1)c1nn2c(c1Cl)NC(c1ccc(Cl)cc1)CC2C(F)(F)F (centres undefined) returned FBW7 act 0.6, GPR151 ag -1.1, MITF primary -6 and TEAD-YAP block -10.
For COc1ccc(NC(=O)CCOc2ccc(C)cc2)c(OC)c1 the results were FBW7 act 0.2, GPR151 ag 0.7, MITF primary 6 and TEAD-YAP block 6.
CCOC(=O)CSCc1nc2ccccc2c(=O)[nH]1 was read as FBW7 act 0.3, GPR151 ag 2.4, MITF primary 7 and TEAD-YAP block 3.
`Cc1cccc(-c2cnc(C)nc2C2CCCN(C(=O)c3cnc(C)cn3)C2)c1` (centres undefined) gave FBW7 act -0.2, GPR151 ag -0.6, MITF primary 13 and TEAD-YAP block 8.
CCn1c(CCCNC(=O)C(C)(C)C)nc2ccccc21 was read as FBW7 act 0.0, GPR151 ag 1.7, MITF primary 17 and TEAD-YAP block -7.
CCC(=O)N1CCCc2cc(NC(=O)NCc3cccc4ccccc34)ccc21 was read as FBW7 act -0.2, GPR151 ag 0.9, MITF primary -13 and TEAD-YAP block 16.
For COc1ccc([C@@H]2CCN(C(=O)Cc3ccc(F)cc3)C[C@H]2O)cc1 the results were FBW7 act -0.2, GPR151 ag 0.6, MITF primary 5 and TEAD-YAP block 3.
CCCOc1c(Cl)cc(C(=O)Nc2ccc(S(N)(=O)=O)cc2)cc1Cl was read as FBW7 act 0.1, GPR151 ag 0.1, MITF primary -2 and TEAD-YAP block 1.
Screening O=C(Oc1ccc(O)cc1)c1ccccc1 returned FBW7 act 0.0, GPR151 ag -2.3, MITF primary -5 and TEAD-YAP block -7.
`C=CCn1c(NCCc2ccccc2)cc(=O)n(C)c1=O` gave FBW7 act 0.1, GPR151 ag 0.8, MITF primary 16 and TEAD-YAP block 0.
Screening CN(C(=O)C1CC1)c1ccccc1C(=O)O returned FBW7 act 0.1, GPR151 ag 2.0, MITF primary 8 and TEAD-YAP block 2.
N[C@H](Cc1cccc(F)c1)C(=O)Nc1cc(F)c(-c2cn[nH]c2)cc1N1CCC(O)CC1 was read as FBW7 act 0.0, GPR151 ag 0.7, MITF primary 13 and TEAD-YAP block 23.
`Cc1ccc(CC(CC(=O)O)C(=O)Nc2cccc([N+](=O)[O-])c2)cc1` (centres undefined) gave FBW7 act 0.0, GPR151 ag -0.8, MITF primary -2 and TEAD-YAP block 2.
COc1ccc(S(=O)(=O)N2CCN(c3ccc([N+](=O)[O-])cc3C)CC2)cc1OC was read as FBW7 act -0.1, GPR151 ag -0.7, MITF primary 15 and TEAD-YAP block -3.
Screening Cc1ccc(Cn2c(=O)c(C#N)cc3c(=O)n4cccc(C)c4nc32)cc1 returned FBW7 act 0.1, GPR151 ag -0.3, MITF primary 1 and TEAD-YAP block 1.
Screening CN(C)CCN(C)C(=O)c1cccc(OC2CCN(C3CCC3)CC2)c1 returned FBW7 act 0.1, GPR151 ag -0.2, MITF primary 3 and TEAD-YAP block -1.
Screening COc1ccc(NC(=O)CSc2ncccc2-c2nc3ccccc3[nH]2)c(OC)c1 returned FBW7 act 0.1, GPR151 ag -0.8, MITF primary 12 and TEAD-YAP block 10.
Screening COc1cccc(-n2cc(C(=O)N3CCCCC3C)c3ccccc3c2=O)c1 (centres undefined) returned FBW7 act 0.1, GPR151 ag 0.7, MITF primary -15 and TEAD-YAP block -8.
Screening Cc1ccc(C(=O)NC(=S)NNC(=O)c2ccc(NC(=O)c3ccccc3)cc2)cc1 returned FBW7 act 0.2, GPR151 ag 1.3, MITF primary 14 and TEAD-YAP block -4.
Screening C=CCOC(=O)C1C(c2ccc(C)cc2)c2c([nH][nH]c2=O)CC1(C)O (centres undefined) returned FBW7 act 0.1, GPR151 ag 0.3, MITF primary -15 and TEAD-YAP block -1.
Screening Cc1cc2nnc(SCC(=O)NCc3ccco3)n2c2ccccc12 returned FBW7 act -0.1, GPR151 ag -3.0, MITF primary -5 and TEAD-YAP block 48*.
COCCC(=O)NC(C)c1nnc2n1CCN(Cc1ccc3c(c1)OCCO3)CC2 (centres undefined) was read as FBW7 act -0.1, GPR151 ag -1.5, MITF primary -9 and TEAD-YAP block -3.
Screening O=C(COC(=O)c1cc(O)c(O)c(O)c1)Nc1ccc(F)cc1 returned FBW7 act 0.4, GPR151 ag -2.3, MITF primary 68* and TEAD-YAP block 6.
`O=c1nc2s/c(=C\c3ccc(-c4ccc([N+](=O)[O-])cc4)o3)c(=O)n2c2sc3c(c12)CCCC3` gave FBW7 act 0.0, GPR151 ag -0.6, MITF primary 9 and TEAD-YAP block -2.
Cc1nc2ccccc2n1CC(=O)Nc1cc(Cl)cc(Cl)c1 was read as FBW7 act -0.3, GPR151 ag 2.4, MITF primary 6 and TEAD-YAP block 11.
`CCOC(=O)C1=C(C)N=c2s/c(=C\c3cc(Br)c(OCc4ccccc4)c(OC)c3)c(=O)n2C1c1ccccc1` (centres undefined) gave FBW7 act -0.1, GPR151 ag -0.1, MITF primary -3 and TEAD-YAP block 3.
For COc1ccc(C(C)NC(=O)c2cccc(I)c2)cc1OC (centres undefined) the results were FBW7 act -0.2, GPR151 ag -1.6, MITF primary -12 and TEAD-YAP block -5.
Cc1ccc(-n2c(=O)[nH]cc(C(=O)Nc3ccccc3)c2=O)cc1C was read as FBW7 act -0.1, GPR151 ag 0.7, MITF primary 4 and TEAD-YAP block -2.
Screening CCC(=O)c1ccc(N2CCCC2)c(F)c1 returned FBW7 act 0.0, GPR151 ag 0.1, MITF primary 3 and TEAD-YAP block -6.
Screening CCc1ccc(OCC(=O)Nc2ccc(Br)cn2)cc1 returned FBW7 act 0.1, GPR151 ag 0.1, MITF primary 12 and TEAD-YAP block -11.
Screening N=Cc1c(-c2ccccc2)[nH]n(-c2nc3ccccc3s2)c1=O returned FBW7 act 0.0, GPR151 ag 2.5, MITF primary 0 and TEAD-YAP block 12.

Reprinted from the results shown (ten entries):
Screening O=C(Oc1ccc(O)cc1)c1ccccc1 returned FBW7 act 0.0, GPR151 ag -2.3, MITF primary -5 and TEAD-YAP block -7.
`C=CCn1c(NCCc2ccccc2)cc(=O)n(C)c1=O` gave FBW7 act 0.1, GPR151 ag 0.8, MITF primary 16 and TEAD-YAP block 0.
Screening CN(C(=O)C1CC1)c1ccccc1C(=O)O returned FBW7 act 0.1, GPR151 ag 2.0, MITF primary 8 and TEAD-YAP block 2.
N[C@H](Cc1cccc(F)c1)C(=O)Nc1cc(F)c(-c2cn[nH]c2)cc1N1CCC(O)CC1 was read as FBW7 act 0.0, GPR151 ag 0.7, MITF primary 13 and TEAD-YAP block 23.
`Cc1ccc(CC(CC(=O)O)C(=O)Nc2cccc([N+](=O)[O-])c2)cc1` (centres undefined) gave FBW7 act 0.0, GPR151 ag -0.8, MITF primary -2 and TEAD-YAP block 2.
COc1ccc(S(=O)(=O)N2CCN(c3ccc([N+](=O)[O-])cc3C)CC2)cc1OC was read as FBW7 act -0.1, GPR151 ag -0.7, MITF primary 15 and TEAD-YAP block -3.
Screening Cc1ccc(Cn2c(=O)c(C#N)cc3c(=O)n4cccc(C)c4nc32)cc1 returned FBW7 act 0.1, GPR151 ag -0.3, MITF primary 1 and TEAD-YAP block 1.
Screening CN(C)CCN(C)C(=O)c1cccc(OC2CCN(C3CCC3)CC2)c1 returned FBW7 act 0.1, GPR151 ag -0.2, MITF primary 3 and TEAD-YAP block -1.
Screening COc1ccc(NC(=O)CSc2ncccc2-c2nc3ccccc3[nH]2)c(OC)c1 returned FBW7 act 0.1, GPR151 ag -0.8, MITF primary 12 and TEAD-YAP block 10.
Screening COc1cccc(-n2cc(C(=O)N3CCCCC3C)c3ccccc3c2=O)c1 (centres undefined) returned FBW7 act 0.1, GPR151 ag 0.7, MITF primary -15 and TEAD-YAP block -8.
